aSyn tox rescue – inhibitors of alpha-synuclein toxicity in yeast; S. cerevisiae alpha-synuclein toxicity rescue, BacTiter-Glo growth, 24 h; Potency, µM (doses to about 46.1 µM), for the others: top-dose growth rescue (activation), actives largely listed as activators; 0.02% of 94,000 active; AID 1347070; active means well fitted activation curve with a large enough effect; further: 0% is about no effect
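Growth restoration measured by BacTiter-Glo luminescence after 24 hr at 30 deg C; alpha-synuclein yeast, raffinose-pregrown to mid-log, were added at OD600=0.02 in galactose medium onto pinned compounds.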
Active calls of the source: *; [ ] = dose if it differs, or a comment. Potency means the concentration at half of the fitted maximal effect. Some of the compounds tested. The share of hits here may be higher or lower than overall.

SMILES	aSyn tox rescue
O=C(Cn1c(=O)c2ccccc2n(CC(=O)Nc2ccccc2F)c1=O)NCCc1ccccc1	-5%
NS(=O)(=O)c1ccc(CNC(=O)c2ccc(NS(=O)(=O)c3ccc4[nH]c(=O)[nH]c4c3)cc2)cc1	-2%
O=C(COC(=O)CCc1nc2ccccc2n1-c1ccccc1)Nc1ccc(N2CCCCC2)cc1	2%
CC(C)(C)c1cc(C(C)(C)C)c2oc(=O)c(-c3nc4ccccc4[nH]3)cc2c1	-8%
Cc1ccc(Cn2c(-c3ccccc3)nc3ccccc32)cc1	-6%
Cc1cc2c(N)cccc2nn1	-46%[inhibitor]
Cc1nn(CC(C)C)c(Cl)c1C(=O)N(c1ccc(Cl)cc1F)S(C)(=O)=O	4%
COc1ccc(C(CNC(=O)c2ccc(-c3cccc(C(F)(F)F)c3)o2)N2CCOCC2)cc1 (configuration not stated)	14%
C/C(=N\Nc1nc2ccccc2[nH]1)c1ccc([N+](=O)[O-])cc1	2%
O=C(CCN1C(=O)C2CC=CCC2C1=O)Nc1ccc(S(=O)(=O)N2CCCCC2)cc1 (configuration not stated)	-1%
CCCCn1c(=N)n(CCOc2ccccc2OC)c2ccccc21	-7%
Cc1nn(C)cc1S(=O)(=O)N1CCN(Cc2ccc(F)cc2Cl)CC1	1%
O=C(NCCNC1CCCCC1)c1ccco1	-6%
COc1cc(C(=O)N/N=C(\C)c2ccc3c(c2)OCO3)cc(OC)c1OC	0%
Cc1noc(C)c1S(=O)(=O)Nc1ccc2c(c1)C(=O)N([C@H](C)CO)C[C@H](C)[C@@H](CN(C)C(=O)CCCN(C)C)OCCCC[C@@H](C)O2	2%
O=S(=O)(NCCc1ccc(F)cc1)c1cccc2cccnc12	11%
CN(C(=O)CSc1nc2ccc(NC(=O)c3ccccc3F)cc2s1)c1ccccc1	5%
O=C(CSc1nc(=O)n2ccccc2n1)Nc1ccc2c(c1)OCO2	-5%
COc1ccc(CC(=O)NCC(c2cccs2)S(=O)(=O)c2ccc(C)cc2)cc1 (configuration not stated)	-10%
CCOC(=O)c1ccc(NC(=O)C2CCN(S(=O)(=O)c3c(C)nn(C)c3C)CC2)cc1	1%

Some of the entries so far, bar-delimited:
Structure | aSyn tox rescue
CC(C)(C)c1cc(C(C)(C)C)c2oc(=O)c(-c3nc4ccccc4[nH]3)cc2c1 | -8%
Cc1ccc(Cn2c(-c3ccccc3)nc3ccccc32)cc1 | -6%
Cc1cc2c(N)cccc2nn1 | -46%[inhibitor]

(next part)
SMILES	aSyn tox rescue
Cc1ccc(S(=O)(=O)NC(=O)NCCCN2CCOCC2)cc1	-5%
COc1ccc2c(C)c(CCC(=O)NCCc3ccc(OC)c(OC)c3)c(=O)oc2c1	-1%
O=C(Nc1cccc(S(=O)(=O)N2CCCCCC2)c1)C1CCN(C(=O)c2ccc(F)cc2)CC1	-3%
COc1ccc(Oc2c(C(F)(F)F)oc3c(CN4CCCC(C)C4)c(O)ccc3c2=O)cc1 (configuration not stated)	-6%
O=C(COc1ccc(Cl)cc1)N(Cc1cccs1)C1CCS(=O)(=O)C1 (configuration not stated)	6%
Cc1nnc(SC(C)C(=O)NC2CCCCC2C)n1N (configuration not stated)	7%
Cc1cc(Nc2ccccc2Cl)nc(-c2ccccc2O)n1	-17%
Cc1cc(NC(=O)c2ccccc2)nc(C)n1	-8%
Cc1cc(C(=O)Cn2nc(C(=O)O)c3ccccc3c2=O)c(C)n1CCc1ccc(F)cc1	-8%
CCOC(=O)c1ccc(NC(=O)c2cn(-c3ccccc3)nc2-c2ccc(Br)cc2)cc1	-1%
CCOc1cccc2cc(-c3cn4c(n3)sc3cc(C)ccc34)c(=O)oc12	-10%
Cc1c(C(=O)Nc2ccc(Br)cc2F)oc2ccc(S(=O)(=O)N3CCCCC3)cc12	-4%
Cc1ccc(Nc2ccc(N3CCN(C(=O)c4ccc([N+](=O)[O-])cc4Cl)CC3)nn2)cc1	-2%
CNC(=O)c1ccsc1NC(=O)CCS(=O)(=O)c1ccc(Cl)cc1	-5%
Cc1noc(C)c1CSCC(=O)N(C)CC(=O)Nc1ccc(F)c(F)c1F	-2%
COc1cccc(CNC(=O)Cn2nc(C)n3c(cc4cc(C)ccc43)c2=O)c1OC	-6%
COc1cccc(OCc2nnc(SCc3cc(=O)[nH]c4ccccc34)o2)c1	3%
C[C@@H]1CN([C@@H](C)CO)C(=O)CCCn2nncc2CO[C@H]1CN(C)S(=O)(=O)c1ccc(Oc2ccccc2)cc1	9%
CCCN(CC(=O)Nc1ccccc1C)C(=O)/C=C/c1ccc(OC)c(OC)c1	0%
CC(C)CN(C(=O)COC(=O)c1cccs1)c1c(N)n(Cc2ccccc2)c(=O)[nH]c1=O	-1%
CCC(Cc1ccccc1)NC(=O)c1cccc(Nc2nc3ccccc3nc2-n2nc(C)cc2C)c1 (configuration not stated)	16%
COc1cc(C2SC[C@H]3C(=O)N(c4ccccc4)C(=O)N23)cc(OC)c1OC (some centres not stated)	-5%
Oc1c(C=NCc2ccccc2)sc2ccccc12	-5%
CC(=O)Nc1ccc(C(=O)CSc2nnc3cc(C)c4ccccc4n23)cc1	3%
O=C(CN1CCN(c2ccccc2)CC1)Nc1ccccc1C(=O)NCCc1ccccc1	3%
Cc1ccc(C)c(-n2nnc3ccccc3c2=O)c1	1%
Cc1c(C(=O)O)c(C(=O)O)c2n1CCS2	-37%[inhibitor]
COc1ccc(NC(=O)CSc2nc3nc(C)c(Cc4ccccc4Cl)c(C)n3n2)cc1OC	10%
CCN(CC)S(=O)(=O)c1nnc(NC(=O)c2ccc(C(C)C)cc2)s1	-8%
COc1ccc(NC(=O)c2c(C)oc3ccc(O)c(CN4CCN(Cc5ccccc5)CC4)c23)cc1Cl	2%
COCCCNC(=O)c1cc2c(=O)n3cccc(C)c3nc2s1	-9%
C/C(=N\NC(=O)OC(C)(C)C)c1ccc[nH]1	-9%
COc1ccc(N(Cc2cc3ccc(C)cc3[nH]c2=O)C(=O)C2CCCO2)cc1 (configuration not stated)	-6%
Cc1ccc(N(CC2CO2)S(=O)(=O)c2ccccc2[N+](=O)[O-])cc1 (configuration not stated)	-4%
COc1ccc(NC(=O)c2cc(C)nc3c2c(C)nn3-c2ccc(C)cc2)cc1OC	-4%
Cc1ccc(NC(=O)c2cc(CN3CCOCC3)on2)cc1Cl	1%
Cc1ccc(NC(=O)CN(C)C(=O)Cn2nnc(-c3ccccc3)n2)cc1	-3%
CCc1nn2c(=O)cc(COC(=O)c3ccccc3NC(=O)COc3ccccc3C)nc2s1	4%
COc1ccc(C(C(=O)NC(C)(C)C)N(C(=O)CNC(=O)c2cccs2)c2ccc(NC(C)=O)cc2)cc1OC (configuration not stated)	9%
COc1cc(CNc2ncn[nH]2)ccc1OCc1cccc(C)c1	-1%

4 entries from above, in markdown:
| molecule | aSyn tox rescue |
| --- | --- |
| CCN(CC)S(=O)(=O)c1nnc(NC(=O)c2ccc(C(C)C)cc2)s1 | -8% |
| COc1ccc(NC(=O)c2c(C)oc3ccc(O)c(CN4CCN(Cc5ccccc5)CC4)c23)cc1Cl | 2% |
| COCCCNC(=O)c1cc2c(=O)n3cccc(C)c3nc2s1 | -9% |
| C/C(=N\NC(=O)OC(C)(C)C)c1ccc[nH]1 | -9% |

More entries:
SMILES	aSyn tox rescue
C[C@H]1CN([C@@H](C)CO)S(=O)(=O)c2ccc(Br)cc2O[C@H]1CN(C)S(=O)(=O)c1ccccc1	4%
CCN(c1ccccc1)c1nnc(NC(=O)Nc2cccc(Br)c2)s1	10%
Cc1ccc(CN2CCN(C3CCN(S(=O)(=O)c4ccc(C)cc4)CC3)C(=O)C2=O)cc1	3%
Cc1ccc(OCCC(=O)OCC(=O)Nc2ccc(N3CCOCC3)cc2)cc1	-42%[inhibitor]
Cc1noc(/C=C/c2cccs2)c1S(=O)(=O)N1CCC(C(=O)NCc2ccc(Cl)cc2)CC1	-10%
Cn1c(=O)c2c([nH]c(=O)n2Cc2ccc(Cl)cc2Cl)n(C)c1=O	5%
COc1ccc(CNC(=O)c2nc(SCc3ccc(C)cc3)ncc2Cl)cc1	-1%
Clc1ccc(-c2nc3ccccc3nc2-c2ccccc2)cc1	-22%
CCN1c2ccccc2-n2cccc2C12CCN(C(=O)Nc1ccccc1C(F)(F)F)CC2	1%
C[C@H]1CN([C@@H](C)CO)C(=O)CCCn2nncc2CO[C@@H]1CN(C)Cc1ccccc1	9%
CCOCCCNC(=O)c1cc(=O)[nH]c2ccc(S(=O)(=O)N3CCCC3)cc12	-6%
Cc1c2cnn(-c3ccccc3)c(=O)c2c(C)n1CCCC(=O)NCCN1CCN(C)CC1	2%
Cc1ccc(NC(=O)CN2C(=O)CCc3cc(S(=O)(=O)N4CCOCC4)ccc32)cc1F	2%
O=C(CCn1c(=O)c2cccn2c2cccnc21)N1CCN(c2cccc(C(F)(F)F)c2)CC1	1%
CCCN(c1c(C)n(C)n(-c2ccccc2)c1=O)S(=O)(=O)c1ccc(C)cc1	-5%
CN1CCN(C(=O)c2ccc3nc(-c4ccccc4)c(-c4ccccc4)nc3c2)CC1	-9%
COc1ccc(CNC(=O)c2c3c(nc4ccccc24)C(=O)N(C2CCCCC2)C3)c(OC)c1	1%
O=C(c1cc2ccccc2oc1=O)N(Cc1cccc(Cl)c1)C1CCS(=O)(=O)C1 (configuration not stated)	0%
O=C/C(=C\Nc1ccc(C(=O)N2CCOCC2)cc1)c1nc2ccccc2o1	0%
CCc1nonc1NC(=O)c1oc2ccc(C)cc2c1C	-3%
CCOc1ccccc1C(=O)Nc1cc(-c2ccc(C)cc2)no1	-7%
CCN(C(=O)c1cc2c(=O)n3cccc(C)c3nc2s1)C1CCCCC1	-8%
CCN(CC)S(=O)(=O)c1ccc(N2CCCCC2)c(NC(=O)C2CSC3(C)CCC(=O)N23)c1 (configuration not stated)	12%
COc1ccccc1NC(=O)c1ccc(-c2nc(COc3ccc(C)cc3)c(C)o2)cc1	-21%
CCCCN(CC)CCCNC(=O)CN1C(=O)CSc2ccc(S(=O)(=O)N3CCOCC3)cc21	-11%
O=C(Nc1ccc2nc(SCC(=O)N3CCCc4ccccc43)sc2c1)c1ccccc1F	-1%
CNc1c(NS(=O)(=O)c2ccc(CC(C)C)cc2)c(=O)oc2ccccc12	5%
CC1CN(C(=O)COC(=O)CSc2ccc([N+](=O)[O-])cc2)CC(C)O1 (configuration not stated)	-7%
O=C(NCc1ccc(Cl)cc1)NCc1noc2ccccc12	7%
CCOC(=O)c1cc(-c2ccc(OC)cc2)n(CCC(=O)Nc2ccccc2OC)c1C	0%
Fc1ccc(Nc2nc(Nc3ccc(F)cc3)nc(N3CCOCC3)n2)cc1	-3%
CCc1ccc(C2CC(=O)Nc3c2c(=O)n(C)c2ncnn32)cc1 (configuration not stated)	-23%
CCCNC(=O)COc1ncnc2sccc12	0%
CC(C)(C)c1cc(NC(=O)COC(=O)c2ccccc2)n(-c2ccccc2)n1	15%
C/C(=N\NC(=O)COc1ccccc1-c1ccccc1)c1ccc(O)cc1O	-2%
O=C1CCCC(=O)N1c1ccc(N2CCOCC2)c([N+](=O)[O-])c1	-4%
O=C(C(Cc1ccccc1)n1cccc1)N1CCN(C2CCCCC2)CC1 (configuration not stated)	8%
CCCCN(Cc1ccccc1)S(=O)(=O)c1ccc2c(c1)CC(C)N2C(=O)CC (configuration not stated)	-6%
COC(=O)c1ccccc1NC(=O)Cn1c(=O)cc(C)c2c(C)nn(-c3cccc(Cl)c3C)c21	-2%
Cc1c(C(=O)NCc2ccc(F)cc2)sc2nc(-c3ccccc3)cn12	-2%
CC1(c2ccc(OC(F)F)cc2)NC(=O)N(CC(=O)Nc2ccc(F)cc2)C1=O (configuration not stated)	3%
COC(=O)c1c(NC(=O)c2cc(=O)c3ccc(C)c(C)c3o2)sc2c1CCCC2	1%
Cc1ccc(S(=O)(=O)c2nc(-c3cccs3)oc2SCc2ccc(F)cc2)cc1	6%
O=C(CCS(=O)(=O)c1ccc(Br)cc1)Nc1ccc(F)cc1F	10%
Cc1cccc(C)c1NC(=O)CSc1nc(-c2cccs2)cc(C(F)(F)F)n1	-3%
CCC1CN(C(=O)N2CCC(C(=O)NCc3ccc(C)o3)CC2)c2cc(C)ccc2O1 (configuration not stated)	-8%
COc1ccc(C2NC(=O)N(C)C3=C2C(=O)N(c2ccccc2)C3)cc1 (configuration not stated)	2%
COc1cc(NC2c3ccccc3C(=O)N2Cc2ccc3c(c2)OCO3)cc(OC)c1OC (configuration not stated)	-6%
CCOc1ccccc1NC(=O)N1CCc2c(sc(C)c2CC)C1c1ccccc1 (configuration not stated)	18%
Cc1c(Cl)cccc1NC(=O)Nc1c[nH]c(=O)[nH]c1=O	0%
COc1ccc(CNC(=O)c2ccc(N3CCCC3)c(NC(=O)NCc3ccc(F)cc3)c2)cc1	-6%
COc1cccc(C2CC(c3ccccc3OC)n3nc(N)nc3N2)c1 (configuration not stated)	-8%
CCc1ccccc1NS(=O)(=O)c1ccc2[nH]cc(C(=O)N(CC(C)C)CC(C)C)c(=O)c2c1	0%
CCc1ccccc1NC(=O)CSc1ccsc1[N+](=O)[O-]	4%
CCOC(=O)c1noc2ncn(Cc3cccc(C#N)c3)c(=O)c12	-48%[inhibitor]
CN(C)C(CNC(=O)c1sc2ccccc2c1Cl)c1ccco1 (configuration not stated)	3%
CCOc1ccc(-n2c(SCC(=O)Nc3cccc(Cl)c3)nc3c(oc4ccccc43)c2=O)cc1	0%

Some of the entries so far, bar-delimited.
structure | aSyn tox rescue
C/C(=N\NC(=O)OC(C)(C)C)c1ccc[nH]1 | -9%
CCCCN(Cc1ccccc1)S(=O)(=O)c1ccc2c(c1)CC(C)N2C(=O)CC (configuration not stated) | -6%
O=C(Nc1cccc(S(=O)(=O)N2CCCCCC2)c1)C1CCN(C(=O)c2ccc(F)cc2)CC1 | -3%
CCN(CC)S(=O)(=O)c1nnc(NC(=O)c2ccc(C(C)C)cc2)s1 | -8%
COCCCNC(=O)c1cc2c(=O)n3cccc(C)c3nc2s1 | -9%
COc1cc(NC2c3ccccc3C(=O)N2Cc2ccc3c(c2)OCO3)cc(OC)c1OC (configuration not stated) | -6%
